Giardia killer = Small Molecules that selectively kill Giardia lamblia: qHTS; Giardia lamblia trophozoite viability; activity change, % at 7.66 µM, hits read low; 0.15% of 340,000 active; AID 540267, 2011; in the data active = activity change below about -80%; inconclusive = between about -30% and that limit;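 note: parasites exposed to compound for two days anaerobically before the ATP read; % is set by controls: 0 for no effect and ±100 for the full control effect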
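Anaerobic 48 hrs incubation at 37 deg C of 100 trophozoites/well with test compounds; ATPLite 1-Step luminescence, 15-30 min RT, reports cellular ATP as viability.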
B2AR arrestin = qHTS assay of beta-arrestin-biased ligands of beta2-adrenergic receptor; AID 492947, 2010; beta-arrestin recruitment to beta2AR, cell-based reporter; 0.02% of 330,000 active; Potency, µM (doses to about 46.1 µM), for inactives: at the highest dose activation, usual class: activators; Beta-2 adrenergic receptor (Homo sapiens), P07550;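 note: potency is the fitted concentration of half-maximal effect; 0% = DMSO controls and full agonism = EC100 isoproterenol or metaproterenol; nearly all actives have a fitted effect of over 65% in size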
GALK inh = qHTS Assay for Inhibitors of Human Galactokinase (GALK); P51570; Purified GALK, Kinase-Glo residual ATP luminescence; Potency, µM (doses to about 57.5 µM), for inactives: top-dose activity change, negative = inhibition, hits mostly inhibitors; 0.007% of 270,000 active; AID 1868, 2009; note: potency is the fitted concentration of half-maximal effect; % is set by controls: 0 for no effect and ±100 for the full control effect
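Kinase-Glo Plus luminescence measured ATP left after a 1 h room-temperature reaction. The reaction used 5 nM GALK, 100 uM galactose and 35 uM ATP at pH 8.0 (20 mM HEPES, 5 mM MgCl2, 60 mM NaCl, 1 mM DTT, 0.01% BSA).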
TRPV1 agonist = HTS Assay for Compounds that Act as Agonists of the Vanilloid Receptor 1. AID 540275, 2011. Transient receptor potential cation channel subfamily V member 1 (Homo sapiens), Q8NER1. TRPV1-expressing cells, Fluo-8 calcium influx, agonist mode. 0.19% of 320,000 active. activation, % at 8.33 µM; in the data active = activation above about 80%; inconclusive = between about 30% and that limit; note: 0% is about no effect
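Cells expressing TRPV1 were dye-loaded with Fluo-8 and read kinetically: 10 s baseline, 3 min after compound (agonist portion), then 2 min after EC20 capsaicin (allosteric enhancer portion). Calcium-bound dye fluorescence at 480/520 nm.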
CXXC DNA block = qHTS Fluorescence Polarization Assay for Inhibitors of MLL CXXC domain - DNA interaction | MLL-CXXC / FITC-HOXA9 DNA fluorescence polarization | Potency, µM (titrated, usually from 115 µM), for inactives: at the top dose activity change, negative = inhibition, usual class: inhibitors | 0.037% of 290,000 active | AID 2662, 2010; active = well fitted inhibition curve with a large enough effect in the polarisation, with a control signal flat, not every such curve was filed as active; inconclusive = small, poorly fitted or top-dose-only effect, or effect the other way, or a change in a side signal; inactive = no such curve, though single readings can be large or run the other way; the % refers to the polarisation; note: potency is the fitted concentration of half-maximal effect
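Purified MLL-CXXC (added from a 7 uM solution) was preincubated 5 min at ambient with pinned compounds in 50 mM Tris-HCl pH 7.5, 50 mM NaCl, 1 mM DTT, 0.05% BSA. Fluorescein-labeled HOX-A9 DNA (50 nM solution) followed, 30 min, then polarization read.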
Coupling enz = qHTS Assay for Inhibitors of Fructose-1,6-bisphosphate Aldolase from Giardia Lamblia: Coupling assay counterscreen | coupling enzyme system counterscreen, AmpLite Red fluorescence | activity change, negative = inhibition, % at 58.2 µM, hits read low | 0.67% of 290,000 active | AID 2472, 2010; in the data active = activity change below about -30%; note: % is set by controls: 0 for no effect and ±100 for the full control effect
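Fluorescence at 525 nm excitation and 598 nm emission measured inhibition of the coupled detection system without aldolase. Compounds (at 57.5 uM final) were preincubated 10 min at room temperature with coupling enzyme reagent before a 20 min substrate/AmpLite Red step.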
hERG WT inh = qHTS for Inhibitors of KCHN2 3.1: Wildtype qHTS. Voltage-gated inwardly rectifying potassium channel KCNH2 (Homo sapiens), Q12809. U2OS, BacMam KCNH2, thallium flux FluxOr; active compounds read low. activity change, % at 1.84 µM. 0.37% of 340,000 active. AID 720551, 2013;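 active = maximum activity change below -70%; inconclusive = maximum activity change between -70% and -50%; inactive = maximum activity change above -50%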; note: % is set by controls: 0 for no effect and ±100 for the full control effect
Target sequence (Q12809 whole entry, looked up): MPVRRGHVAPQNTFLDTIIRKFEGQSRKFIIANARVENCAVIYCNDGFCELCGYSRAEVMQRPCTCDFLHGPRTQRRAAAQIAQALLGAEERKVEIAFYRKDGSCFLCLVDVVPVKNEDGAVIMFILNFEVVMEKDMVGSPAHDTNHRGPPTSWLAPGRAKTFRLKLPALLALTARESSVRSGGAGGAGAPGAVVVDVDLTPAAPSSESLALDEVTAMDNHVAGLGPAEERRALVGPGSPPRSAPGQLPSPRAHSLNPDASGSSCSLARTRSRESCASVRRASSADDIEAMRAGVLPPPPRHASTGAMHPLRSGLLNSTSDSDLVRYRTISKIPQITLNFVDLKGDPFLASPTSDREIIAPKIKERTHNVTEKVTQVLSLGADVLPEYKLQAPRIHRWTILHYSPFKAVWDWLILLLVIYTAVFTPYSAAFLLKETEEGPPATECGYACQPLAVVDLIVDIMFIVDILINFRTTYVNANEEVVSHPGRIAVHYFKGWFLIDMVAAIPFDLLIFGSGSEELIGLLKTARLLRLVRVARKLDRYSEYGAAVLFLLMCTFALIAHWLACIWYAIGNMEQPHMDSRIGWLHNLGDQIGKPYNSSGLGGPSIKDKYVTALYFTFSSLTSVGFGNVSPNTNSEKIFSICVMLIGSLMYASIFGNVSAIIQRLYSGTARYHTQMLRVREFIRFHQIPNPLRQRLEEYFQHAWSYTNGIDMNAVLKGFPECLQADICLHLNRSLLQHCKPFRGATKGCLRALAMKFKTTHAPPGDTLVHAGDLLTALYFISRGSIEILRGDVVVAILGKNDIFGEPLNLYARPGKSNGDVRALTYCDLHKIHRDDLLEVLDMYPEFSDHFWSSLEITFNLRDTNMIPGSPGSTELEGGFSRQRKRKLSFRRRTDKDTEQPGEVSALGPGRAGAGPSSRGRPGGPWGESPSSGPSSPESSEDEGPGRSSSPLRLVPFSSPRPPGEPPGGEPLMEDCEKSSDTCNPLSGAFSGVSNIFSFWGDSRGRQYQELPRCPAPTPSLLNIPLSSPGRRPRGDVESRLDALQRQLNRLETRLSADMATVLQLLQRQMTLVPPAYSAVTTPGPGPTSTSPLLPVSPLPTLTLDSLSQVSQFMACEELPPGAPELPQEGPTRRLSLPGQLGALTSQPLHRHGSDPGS
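U2OS cells transduced with wild-type KCNH2 virus are loaded with FluxOr dye for 45 min, and thallium flux is measured in kinetic reads before and after stimulation buffer. Rate constants are normalized to DMSO controls.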
KCNH2 3.1 block = qHTS for Inhibitors of KCHN2 3.1: Mutant qHTS | U2OS KCNH2 3.1, thallium flux FluxOr; active compounds read low | activity change, % (tested at about 1.8 µM) | 0.95% of 340,000 active | AID 720553, 2013;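 active = maximum activity change below -70%; inconclusive = maximum activity change from -70% to -50%; inactive = maximum activity change above -50%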;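 note: thallium influx rate constant from kinetic fluorescence after stimulation buffer; % is set by controls: 0 for no effect and ±100 for the full control effect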
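Virally transduced U2OS (3.1 isoform, 4 h infection in dark at RT) → overnight 37 C → FluxOr + Red40 in HBSS/HEPES, 45 min → stimulation buffer, 2 min kinetic read → rate constant vs DMSO controls.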
USP2a block = qHTS Assay for Inhibitors of Ubiquitin-specific Protease USP2a Using CHOP2 as the Reporter; USP2 core, Ub-CHOP2 coupled fluorogenic reporter, 485/531; Potency, µM (titrated, usually from 38.3 µM), without a hit: top-dose activity change, negative = inhibition, actives largely listed as inhibitors; 0.01% of 330,000 active; Ubiquitin carboxyl-terminal hydrolase 2 (Homo sapiens), O75604;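 note: potency is the fitted concentration of half-maximal effect; plate controls were DMSO wells for no effect and full inhibition by NEM control for full effect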
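Cell-free coupled assay: 10nM USP2 core preincubated 30min RT with compound in Tris-HCl pH 8.0/CaCl2/CHAPS buffer, then 25nM Ub-CHOP2 and 25nM reporter substrate; fluorescence (Ex 485/Em 531) read after 60min RT, normalized to NEM inhibition, concentration-response curves fitted.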
PKM2 activator = qHTS Assay for Activators of Human Muscle isoform 2 Pyruvate Kinase. Pyruvate kinase PKM (Homo sapiens), P14618. purified PKM2, Kinase-Glo ATP luminescence, activation; response scale: 0% is enzyme alone, no compound. Potency, µM (highest dose often 57.5 µM), for inactives: at the highest dose activation, hits mostly activators. 0.34% of 260,000 active; note: potency is the fitted concentration of half-maximal effect; % is set by controls: 0 for no effect and ±100 for the full control effect; nearly all actives have a fitted effect of over 55% in size
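hPK-M2, >95% pure; 0.1 mM ADP / 0.5 mM PEP final; imidazole pH7.2 buffer w/ 7 mM MgCl2, 50 mM KCl; 1 h RT; Kinase-Glo lum. Intermediate enzyme activity for dual inhibitor/activator qHTS.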
Menin MLL FP TR = qHTS Assay for Inhibitors Targeting the Menin-MLL Interaction in MLL Related Leukemias: Competition With Texas Red Labeled MLL-derived Mutant Peptide; Menin + Texas Red MLL mutant peptide, fluorescence polarization; Potency, µM (highest dose often 61.6 µM), inactives show at the top dose FP activity change, negative = inhibition, most hits filed as inhibitors; 0.23% of 270,000 active; AID 1768, 2009; active = well fitted inhibition curve with a large enough effect in the polarisation, with a control signal flat, not every such curve was filed as active; inconclusive = small, poorly fitted or top-dose-only effect, or effect the other way, or a change in a side signal; inactive = no such curve, though single readings can be large or run the other way; the % refers to the polarisation; note: potency is the fitted concentration of half-maximal effect; % of control where 0% means no effect; many of its hits are not listed in these tables
* marks the source's active call; other numbers are inactive results; i = inactive; ? = inconclusive; / = no result given; & = joins results of further samples; [ ] = remark or other dose. Unless noted, calls come from the whole dose curve; as a rule, active = well fitted curve in the direction sought with a large enough effect; inconclusive = small, poorly fitted or top-dose-only effect, or another doubt; inactive = no such curve, though single readings can be large; an effect the other way counts as inactive or inconclusive.

SMILES,Giardia killer,B2AR arrestin,GALK inh,TRPV1 agonist,CXXC DNA block,Coupling enz,hERG WT inh,KCNH2 3.1 block,USP2a block,PKM2 activator,Menin MLL FP TR
CN(CC(=O)Nc1ccccc1Cl)CC(=O)Nc1ccccc1[N+](=O)[O-],1,0.0%,0%,8,-3%,1,4,2,2%,3%,2%
Cc1csc(=O)n1CCC(=O)OCC(=O)NCc1ccc(F)cc1,4,-0.2%,/,4,/,/,26,-11,-4%,/,/
CC(C)N(C(=O)C[n+]1ccsc1N)c1ccccc1,-4,-0.1%,2%,1,12%,3,2,28,1%,-12%,-3%
CCN(CC)c1ccc(NC(=O)c2cccc(F)c2)c(C)c1,15,0.1%,/,?,3%,-1,7,8,1%,3%,-8%
NS(=O)(=O)c1ccc(CNC(=O)CCSCCC(=O)NCc2ccc(S(N)(=O)=O)cc2)cc1,0,0.1%,3%,-4,2%,0,-8,19,-1%,5%,14%
CC1CC2=C(C(=O)O1)C(C)Nc1ccccc1N2 (stereo unspecified),-18,-0.5%,3%,0,15%,2,7,14,-1%,-5%,-1%
O=C(Nc1c2c(nn1-c1ccc([N+](=O)[O-])cc1)CS(=O)(=O)C2)c1cccs1,2,-0.8%,-3%,0,-6%,1,1,-42,2%,/,-1%
O=S(=O)(NCCC1=CCCCC1)c1ccc(F)cc1,7,-0.9%,-3%,13,1%,-1,-4,6,-1%,1%,-9%
O=S(=O)(NC1CCCCCC1)c1cccc(Cl)c1,21,-0.7%,/,/,/,/,-14,16,-4%,/,/
O=C1CCC(C(=O)N2CCC(CO)CC2)CN1Cc1ccc(Cl)cc1 (stereo unspecified),8,-0.7%,-1%,16,7%,/,-6,-27,0%,-4%,/
Cc1ccc(Cn2nnnc2CN2CCC(c3nc4ccc(Cl)cc4[nH]3)CC2)cc1,20,-0.2%,0%,-2,6%,-2,-2,-88*,-1%,1%,1%
CCN(C(=O)COc1ccccc1)C1CCCCC1,-5,0.2%,1%,-6,3%,4,-3,24,11%,4%,25%

(list continues)
SMILES,Giardia killer,B2AR arrestin,GALK inh,TRPV1 agonist,CXXC DNA block,Coupling enz,hERG WT inh,KCNH2 3.1 block,USP2a block,PKM2 activator,Menin MLL FP TR
Cc1cccc(COCC(Cc2ccccc2)N2CCN(C(=O)c3cccc(C)c3)CCC2=O)c1 (stereo unspecified),7,-1.3%,/,14,-5%,1,-3,-12,-2%,-1%,-8%
COc1cccc(C2NC(=O)NC(C)=C2C(=O)OCC2CCCCC2)c1 (stereo unspecified),-21,-0.4%,4%,4,1%,1,21,3,-1%,-4%,3%
CCN(CC)S(=O)(=O)c1ccc(C)c(NC(=O)COc2ccc(Br)cc2Cl)c1,1,-0.4%,2%,-1,8%,1,-3,-4,0%,6%,6%
CCOC(=O)c1[nH]c(C)c(CCC(=O)O)c1C,-14&-19,-0.1%&-0.1%,0%&1%,3&4,2%&-3%,-3&1,4&7,14&5,-2%&-4%,-5%&-9%,-9%
CCOC(=O)[C@@H]1[C@H]2COc3ccccc3[C@@H]2N2C(=O)N(c3cccc(C)c3)C(=O)[C@]12C,5,-1.0%,/,21,5%,5,-5,6,-1%,-1%,-2%
O=c1cc(NS(=O)(=O)c2ccccc2)nc(SCc2ccc(Cl)cc2)[nH]1,7,2.5%,0%,-1,-8%,5,-4,-3,2%,8%,-12%
COc1ccc(C2=NOC(C(=O)N3CCN(C(=O)c4ccco4)CC3)C2)cc1OC (stereo unspecified),-1,-0.8%,8%,5,-1%,-2,5,15,0%,1%[0.46 µM],-23%
Cc1cc(NC(=O)CCC(=O)N(CC(=O)NCC2CCCO2)c2ccccc2C)no1 (stereo unspecified),-17,-0.2%,-4%,6,8%,1,5,1,2%,-2%,-2%
Cc1cc(C(=O)CN2C(=O)NC3(CCCCC3)C2=O)c(C)n1C,-22,0.0%,-1%,-1,4%,0,-7,-2,1%,-1%,-4%
CC(=O)Nc1ccc(S(=O)(=O)NNC(=O)CCC(=O)NCc2ccccc2)cc1,2,0.1%,/,/,/,/,0,13,1%,/,/
COc1cccc(C(CNC(=O)c2ccc(Cl)c(S(=O)(=O)N3CCCC3)c2)N(C)C)c1 (stereo unspecified),3,0.3%,/,/,/,/,-3,-9,5%,/,/
CCN(CC)S(=O)(=O)c1ccc(N2CCCC2)c(NC(=O)C2=NN(c3ccccc3)C(=O)CC2)c1,-3,-0.1%,/,6,/,/,11,11,2%,/,/

The listing continues.
SMILES,Giardia killer,B2AR arrestin,GALK inh,TRPV1 agonist,CXXC DNA block,Coupling enz,hERG WT inh,KCNH2 3.1 block,USP2a block,PKM2 activator,Menin MLL FP TR
NC1=NC[C@H](CC2CCCCC2)N1CCc1cc(C(F)(F)F)cc(C(F)(F)F)c1,-7,-0.4%,-1%,?,11%,-1,1,1,-26%,0%,/
COc1ccc(C(=O)NNC(=O)c2ccncc2)cc1,0,0.3%,0%,-7,2%,10,3,-10,-4%,-20%,1%
CC1C2C(c3ccccc3)N(C)C(=O)N(C)C2N(C)C(=O)N1C (stereo unspecified),9,-0.8%,3%,-3,-7%,1,6,-8,6%,4%,1%
O=C(CC1C(=O)N(Cc2ccccc2)C(=S)N1CCN1CCOCC1)Nc1ccc(F)cc1 (stereo unspecified),-16,-0.1%,4%,1,-8%,1,-1,-11,0%,-1%,17%
Cc1ccccc1CN1CCN(CC(=O)NC(C)c2ccccc2)CC1 (stereo unspecified),-5,-0.3%,-3%,?,0%,0,1,4,2%,-7%,-8%
O=C(O)c1ccc(N2CCOCC2)c(N2C(=O)C3C4C=CC(C4)C3C2=O)c1 (stereo unspecified),-2,-1.0%,0%,-2,5%,0,i,-1,2%,-2%,85%[activator]
Cc1ccc(-n2nnnc2SCC(=O)NC(C(=O)O)(c2ccccc2)c2ccccc2)cc1C,-3,-0.3%,3%,0,3%,10,2,-5,1%,-8%,0%
Cc1ccc2nc(NCc3ccccc3)c(C#N)cc2c1,-12,-0.5%,-1%,14,-8%,-13,-1,-13,-1%,21%,/
CC1CC(C)CN(C(=O)COC(=O)/C=C/c2ccco2)C1 (stereo unspecified),-7,0.1%,/,/,/,/,-10,8,-1%,/,/
O=C(COC(=O)c1cccnc1Cl)NCCC1=CCCCC1,22,0.1%,0%,?,7%,2,-2,-5,9%,1%,12%
CC1(c2ccccc2)CC2CC(c3ccccc3)N1O2 (stereo unspecified),5,-0.4%,-1%,-2,-9%,4,-23,-1,5%,-1%,4%
CCOC(=O)c1ccc(N2C(=O)c3cccc4c(C(=O)O)ccc(c34)C2=O)cc1,-2,-0.6%,4%,-4,-4%,-3,3,2,1%,4%,3%
COc1cc(OC)c(NC(=S)NCc2ccccc2)cc1Cl,-16,-0.1%,-1%,1,0%,-2,1,5,-1%,-1%,17%
CS(=O)(=O)c1ccc(NC(=O)c2cccc(-n3cnnn3)c2)cc1,12,-0.2%,/,3,/,/,6,-4,1%,/,/
O=C(Nc1ccccc1C(=O)O)c1ccc(NC(=O)C2CCCCC2)cc1,0,-0.6%,-6%,2,19%,-8,-3,/,-2%,-3%,?

These rows are one share of the data; the hit share may differ from the screen's.
